# VEEV TC-83 Vero = inhibitors of VEEV TC-83 cytopathic effect, confirmation, Vero cells (AID 588727) | Vero cells, VEEV TC-83 cytopathic effect inhibition; higher % means a stronger effect | one-dose inhibition, % at 20 µM; IC50 in µM for titrated hits | 350,000 tested, 0.13% active; in the data active means a potency from the dose series; inconclusive means inhibition mostly from about 14% at the one dose, without a potency; inactive means the rest, 99 in 100 with inhibition below about 12%; further: strong numbers were not always called active
# tuberculosis growth = growth inhibition of non-replicating M. tuberculosis (AID 488890) | Mycobacterium tuberculosis non-replicating, growth inhibition; higher % means a stronger effect | one-dose inhibition, % at 25 µM; IC50 in µM for titrated hits | 320,000 tested, 0.39% active; in the data active means a potency from the dose series; inconclusive means inhibition mostly from about 82% at the one dose, without a potency; inactive means the rest, 99 in 100 with inhibition below about 76%;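 further: plate controls were DMSO cells for no effect and high antibiotic wells for full effect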
# H1N1 NS1A inhibition = H1N1 influenza NS1A inhibitors, functional cell based assay (AID 504329); NS1A functional cell-based assay, percent inhibition; higher % means a stronger effect; inhibition, % at 12.5 µM, or IC50 in µM where a hit was titrated; 340,000 tested, 0.3% active; in the data active means a potency from the dose series; inconclusive means inhibition above about 27% without an active follow-up result; further: strong numbers were not always called active
# M. tuberculosis HTS = M. tuberculosis growth inhibition, HTS (AID 449762). M. tuberculosis H37Rv growth inhibition, 7H9 media; higher % means a stronger effect. one-dose inhibition, % at 25 µM; IC50 in µM for titrated hits. 330,000 tested, 0.59% active; in the data active means a potency from the dose series; inconclusive means inhibition above about 70% without an active follow-up result;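 further: bacterial growth assessed after seven days of incubation; strong numbers were not always called active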
# Salmonella PhoP GFP = PhoP regulon inhibitors, Salmonella typhi PhoP promoter GFP reporter, confirmatory (AID 1850); 310,000 tested, 0.33% active; Salmonella Typhi PhoP-promoter GFP reporter, fluorescence, 4 h; higher % means a stronger effect; inhibition, % at 50 µM, or IC50 in µM where a hit was titrated; in the data active means a potency from the dose series; inconclusive means inhibition mostly from about 25% at the one dose, without a potency; inactive means the rest, 99 in 100 with inhibition below about 19%;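 further: 0% = induced wells with vehicle and 100% = uninduced wells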
# An asterisk follows results filed as active; i = inactive; ? = inconclusive; nt = not tested or not shown.
SMILES,VEEV TC-83 Vero,tuberculosis growth,H1N1 NS1A inhibition,M. tuberculosis HTS,Salmonella PhoP GFP
CC1CCc2nc(NC(=O)CN3CCN(Cc4ccc5c(c4)OCO5)CC3)sc2C1 (stereo not given),4.0%,?,-10%,?,-7%
COc1ccc(CCNC(=O)CCNC(=O)N2CC(=O)Nc3ccccc32)cc1OC,1.5%,-3%,7%,17%,-4%
CC(=O)C1=C(C)OC(N)=C(C#N)C1c1cccnc1 (stereo not given),0.5%,9%,-5%,-4%,-14%
O=C(CNC1CCCCC1)N1CCC2(CC1)OCCO2,i,-5%,3%,8%,-14%
COc1cc(NC(=O)c2cc3ccccc3o2)ccc1NC(=O)c1ccco1,4.7%,1%,-6%,7%,5%
Cc1ccc(CSc2nnc(-c3cnccn3)n2C)cc1,3.7%,70%,7%,-11%,-7%
COc1ccc(C2=NN(C(=O)CSc3nc(=O)n4cccc(C)c4n3)C(c3ccc(C)cc3)C2)cc1 (stereo not given),7.8%,32%,-3%,18%,3%
Cc1ccc(N=c2c([N+](=O)[O-])nn(-c3ccc(Cl)cc3)n2O)cc1C,1.6%,53%,-4%,5%,-8%
O=C(Cn1cc([N+](=O)[O-])cn1)NCc1ccco1,0.3%,9%,-11%,-2%,10%
N#Cc1ccc(-c2csc(NNC(=O)c3ccc(Br)cc3)n2)cc1,8.2%,1%,9%,5%,2%
Cc1cc(C(=O)COc2ccccc2Cl)c(C)n1-c1ccc2c(c1)OCO2,i,67%,-4%,-2%,-4%
O=C(COC(=O)/C=C/c1ccc(C(F)(F)F)cc1)NC(=O)NCc1ccco1,i,74%,-5%,3%,nt
CCN1C(=NCCCCO)N[C@@H](c2cccc(F)c2)C(C(=O)OC)=C1C,0.6%,21%,3%,-5%,-3%
O=C(O)/C=C/C(=O)Nc1ccc(Oc2ccccc2)cc1,2.1%,22%,-1%,2%,-4%
COC(=O)CSc1nc2cc(OC)ccc2cc1C#N,0.3%,14%,-1%,-1%,-2%

# Quoted from the entries so far, 3 compounds:
SMILES,VEEV TC-83 Vero,tuberculosis growth,H1N1 NS1A inhibition,M. tuberculosis HTS,Salmonella PhoP GFP
CC1CCc2nc(NC(=O)CN3CCN(Cc4ccc5c(c4)OCO5)CC3)sc2C1 (stereo not given),4.0%,?,-10%,?,-7%
COc1ccc(CCNC(=O)CCNC(=O)N2CC(=O)Nc3ccccc32)cc1OC,1.5%,-3%,7%,17%,-4%
CC(=O)C1=C(C)OC(N)=C(C#N)C1c1cccnc1 (stereo not given),0.5%,9%,-5%,-4%,-14%

# More compounds follow.
SMILES,VEEV TC-83 Vero,tuberculosis growth,H1N1 NS1A inhibition,M. tuberculosis HTS,Salmonella PhoP GFP
CC(C)(C)NC(=O)c1c(F)c(F)c(F)c(F)c1F,2.8%,-13%,-2%,-2%,4%
CN1CCC(N(C)C(=O)COc2ccccc2Cl)CC1,0.7%,-15%,-13%,1%,nt
CCCSc1nnc(NC(=O)Cc2ccc(OC)c(OC)c2)s1,0.2%,5%,-4%,2%,0%
CCc1ccc(O)c(-c2cc(C(=O)Nc3cccnc3)[nH]n2)c1,11%,1%,-23%,3%,3%
O=C(c1ccco1)N1CCCC(N2CCN(c3ccccc3F)CC2)C1 (stereo not given),1.8%,0%,-9%,4%,-8%
COC(=O)C1=C(C(=O)OC)[C@@H]2N(C)c3ccccc3[C@@]23C[C@@H](C(=O)OC)N(C(=O)c2cc(C)oc2C)C3=N1,0.0%,22%,8%,10%,11%
CCN(Cc1ccccc1)C(c1cccc(C#N)c1)c1nnnn1C(C)(C)C (stereo not given),3.0%,35%,-8%,-2%,-4%
COc1ccc2c(CC(=O)O)cc(=O)oc2c1,i,-9%,10%,-10%,1%
Cc1ccc(NC2(C#N)C(=O)Nc3ccccc32)cc1C (stereo not given),5.9%,61%,0%,-2%,2%
O=[N+]([O-])c1ccccc1-c1ccc(C(=S)N2CCN(c3ccccc3)CC2)o1,2.1%,25%,20%,-3%,-6%
CN1CCN(Cc2coc3c(Cl)cc(Cl)cc3c2=O)CC1,0.6%,10%,3%,6%,-4%
Cc1ccc(NC(=O)c2cccc(NC3=NC4CS(=O)(=O)CC4S3)c2)cc1 (stereo not given),2.5%,6%,-2%,-2%,-9%
CCOC(=O)CSc1nc2sc3c(c2c(=O)n1-c1ccccc1)CCN(C)C3,0.6%,40%,6%,9%,-2%
CCOC(=O)N1CCN(C(=O)COc2ccc3oc4c(c3c2)CCCC4)CC1,6.1%,36%,2%,64%,6%
C=CCN1/C(=C2/SC(=S)N(C)C2=O)Sc2ccccc21,nt,25%,nt,3%,-5%
CC1Sc2ccc(S(=O)(=O)NCCc3ccccc3)cc2NC1=O (stereo not given),2.3%,26%,-1%,1%,1%
Cn1ccc(C(=O)N/N=C/c2cccnc2)n1,4.3%,-8%,-10%,3%,-6%
CCOc1ccc2nc(NC(=O)CSc3nc4c(c(=O)n(C)c(=O)n4C)n3CC)sc2c1,nt,6%,nt,3%,-8%
Cc1cccc(C#Cc2ccccc2)n1,2.0%,4%,-6%,10%,6%
Cc1nnc(N)nc1C,0.1%,-3%,-3%,0%,2%
COc1ccc(-c2csc(N3CCOCC3)n2)cc1OC,6.2%,-13%,7%,4%,-3%
COc1ccccc1NS(=O)(=O)c1cccc(NC(=O)c2cncc(Br)c2)c1,7.5%,7%,-7%,-5%,nt
O=C(Nc1ccc(Cl)cc1)Nc1ccc(S(=O)(=O)Nc2ncccn2)cc1,0.2%,18%,-10%,1%,1%
COC(=O)c1ccc(Cn2c(O)c(N=NC(N)=S)c3ccccc32)o1,3.1%,27%,-25%,-2%,29%
Cc1ccc(OCCn2ccc(=O)[nH]c2=O)cc1C,i,2%,-19%,8%,-5%
CCN(CC)CCN1C(=O)C(O)=C(C(=O)c2cc3ccccc3o2)C1c1cccnc1 (stereo not given),0.8%,14%,2%,1%,5%
C=CCNC(=S)N/N=C(\C)c1cc(OC)c(OC)c(OC)c1,2.3%,?,5%,?,-6%
O=C(CCCSc1ccccc1)Nc1cccc(CO)c1,2.9%,24%,-5%,1%,7%
O=C(Nc1ccc(Cl)c(Cl)c1)c1cccnc1,0.7%,54%,-9%,1%,8%
O=C(C1CCN(Cc2ccccc2O)CC1)N1CCN(Cc2ccc3c(c2)OCO3)CC1,i,-2%,-5%,-1%,-2%
O=C(NCCCO)/C(=C/c1ccc(-c2cccc([N+](=O)[O-])c2)o1)NC(=O)c1ccccc1,0.2%,-2%,-4%,-3%,7%
S=C1NCN(Cc2ccccc2)CN1C1CCCCC1,i,6%,-3%,4%,9%
Cn1c(=S)c2[nH]c(SCCN3CCCC3)nc2n(C)c1=O,i,?,6%,99%,16%
O=C1OCCC1Sc1nnc(-c2ccco2)n1-c1ccccc1 (stereo not given),0.3%,-4%,0%,4%,-2%
COc1ccc(C(c2sc3nc(C)nn3c2O)N2CCC3(CC2)OCCO3)cc1 (stereo not given),2.5%,19%,6%,9%,6%
CC(=O)c1ccc(NC(=S)Nc2ccc3cn[nH]c3c2)cc1,9.8%,75%,-12%,11%,12%
O=C(O)Cc1cnc[nH]1,1.1%,-3%,-9%,95%,8%
O=C(COC(=O)c1cc(=O)c2ccccc2o1)NCC1CCCCC1,1.4%,2%,-5%,-2%,-15%
CCN1CCN(c2ccc(S(=O)(=O)N3CCOCC3)cc2NC(=O)/C=C/c2ccc([N+](=O)[O-])cc2)CC1,8.8%,16%,0%,-6%,2%
CC1CCCC(C)N1C(=O)COC(=O)c1ccc[nH]c1=O (stereo not given),0.3%,-2%,-6%,-8%,2%
O=C(C1=C(O)C(=O)N(CC2CCCO2)C1c1ccc(Cl)cc1Cl)c1ccco1 (stereo not given),i,24%,-4%,9%,-5%
O=C(c1cccc(S(=O)(=O)N2CCN(c3ccccc3)CC2)c1)N1CC=C(c2ccccc2)CC1,3.0%,13%,16%,-6%,-1%
CN(Cc1nc2ccccc2c(=O)[nH]1)C(=O)c1cc(C2CC2)nn1-c1ccccc1,9.7%,27%,-20%,-9%,nt
C/C(=N\Nc1nc2ccccc2c(=O)n1O)c1ccco1,1.3%,-19%,0%,3%,-1%
CCN(C1CCCCC1)S(=O)(=O)c1ccc(S(=O)(=O)N2CCN(CCC#N)CC2)cc1,i,-16%,-9%,-1%,-7%
O=S(=O)(c1cccc(-c2n[nH]c(=S)n2C2CCCC2)c1)N1CCOCC1,1.9%,0%,4%,-9%,4%
CC(=O)NC(=S)Nc1ccc2oc(-c3cc(F)c(F)cc3Cl)nc2c1,1.3%,28%,-3%,?,5%
COc1cc(C(=O)NN(CCC#N)C2=NS(=O)(=O)c3ccccc32)cc(OC)c1OC,0.3%,-10%,3%,5%,2%
Cc1ccc(NC(=O)c2nc[nH]c2C(=O)N[C@@H](CCCCNC(=O)OC(C)(C)C)C(=O)OC(C)(C)C)cc1,4.5%,23%,-7%,7%,-7%
CCCn1c(N)c(N(CCOC)C(=O)c2ccc(Cl)c([N+](=O)[O-])c2)c(=O)[nH]c1=O,1.1%,-4%,5%,6%,8%
CCC(C)NC(=O)[C@H](CSCc1ccccc1)N1Cc2ccccc2C1=O (stereo not given in full),2.8%,nt,-4%,-4%,-3%
COC(=O)c1ccc(NC(=O)COc2ccc(N(C)S(=O)(=O)c3ccc(C)cc3)cc2)cc1,1.6%,-11%,-12%,-9%,nt
COc1ccccc1CN1CCNC(=O)C1CC(=O)NCc1cn(C)nc1C (stereo not given),0.8%,-8%,-9%,0%,-10%

# In another format: results already given.
# Order of results – VEEV TC-83 Vero | tuberculosis growth | H1N1 NS1A inhibition | M. tuberculosis HTS | Salmonella PhoP GFP
> CC1CCc2nc(NC(=O)CN3CCN(Cc4ccc5c(c4)OCO5)CC3)sc2C1 (stereo not given)
 : 4.0% | ? | -10% | ? | -7%
> COc1ccc(CCNC(=O)CCNC(=O)N2CC(=O)Nc3ccccc32)cc1OC
 : 1.5% | -3% | 7% | 17% | -4%
> CC(=O)C1=C(C)OC(N)=C(C#N)C1c1cccnc1 (stereo not given)
 : 0.5% | 9% | -5% | -4% | -14%
> O=C(CNC1CCCCC1)N1CCC2(CC1)OCCO2
 : i | -5% | 3% | 8% | -14%
> COc1cc(NC(=O)c2cc3ccccc3o2)ccc1NC(=O)c1ccco1
 : 4.7% | 1% | -6% | 7% | 5%
> Cc1ccc(CSc2nnc(-c3cnccn3)n2C)cc1
 : 3.7% | 70% | 7% | -11% | -7%
> COc1ccc(C2=NN(C(=O)CSc3nc(=O)n4cccc(C)c4n3)C(c3ccc(C)cc3)C2)cc1 (stereo not given)
 : 7.8% | 32% | -3% | 18% | 3%
> Cc1ccc(N=c2c([N+](=O)[O-])nn(-c3ccc(Cl)cc3)n2O)cc1C
 : 1.6% | 53% | -4% | 5% | -8%
> O=C(Cn1cc([N+](=O)[O-])cn1)NCc1ccco1
 : 0.3% | 9% | -11% | -2% | 10%
> N#Cc1ccc(-c2csc(NNC(=O)c3ccc(Br)cc3)n2)cc1
 : 8.2% | 1% | 9% | 5% | 2%
> Cc1cc(C(=O)COc2ccccc2Cl)c(C)n1-c1ccc2c(c1)OCO2
 : i | 67% | -4% | -2% | -4%
> O=C(COC(=O)/C=C/c1ccc(C(F)(F)F)cc1)NC(=O)NCc1ccco1
 : i | 74% | -5% | 3% | nt
> CCN1C(=NCCCCO)N[C@@H](c2cccc(F)c2)C(C(=O)OC)=C1C
 : 0.6% | 21% | 3% | -5% | -3%
> O=C(O)/C=C/C(=O)Nc1ccc(Oc2ccccc2)cc1
 : 2.1% | 22% | -1% | 2% | -4%
> COC(=O)CSc1nc2cc(OC)ccc2cc1C#N
 : 0.3% | 14% | -1% | -1% | -2%
> CC(C)(C)NC(=O)c1c(F)c(F)c(F)c(F)c1F
 : 2.8% | -13% | -2% | -2% | 4%

# Source: PubChem
